Screening data from PubChem BioAssay.
LDHA block: inhibitors of human lactate dehydrogenase A; activity change, % (values are at about 110 or 230 µM); 480,000 tested, 0.15% active; purified LDHA, NADH/diaphorase-resazurin fluorescence; active compounds read low; P00338; in the data active = activity change below about -30%;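 note: plate controls were DMSO wells for no effect and wells without enzyme for full effect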
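Enzyme activity of human lactate dehydrogenase 5 (2 nM; 0.06 mM NADH, 0.2 mM pyruvate, 5 min, RT) is measured via a resazurin/diaphorase fluorescence readout of residual NADH.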
* hit, by the source's call. This is a subset; the hit share may differ from the screen's.

Preview (2 entries):
SMILES | LDHA block
CCCCCn1nc(C(=O)OCC(=O)NC(C)c2ccccc2)c2ccccc2c1=O (configuration not stated) | 2
CCOc1cccc2cc(S(=O)(=O)c3cccc(Cl)c3)c(=O)oc12 | -1

All compounds of this part, from the first entry:
SMILES | LDHA block
CCCCCn1nc(C(=O)OCC(=O)NC(C)c2ccccc2)c2ccccc2c1=O (configuration not stated) | 2
CCOc1cccc2cc(S(=O)(=O)c3cccc(Cl)c3)c(=O)oc12 | -1
NNC(=O)C(C(=O)OCc1ccccc1)c1ccccc1 (configuration not stated) | -4
CCCNC(=O)c1cccc(NC(=O)c2ccc(F)cc2)c1 | -4
O=C(NC1CCCCCC1)C1CC(c2cccc(F)c2)=NO1 (configuration not stated) | 1
COc1cc(OC)c(NC(=O)NCCn2c(C(F)(F)F)nc3ccccc32)cc1Cl | 13
CC(C)Cn1nc(C(=O)N2CCCC(c3nc4ccccc4s3)C2)c2ccccc2c1=O (configuration not stated) | -3
CC(CNC(=O)c1cc2ccccc2s1)N1CCCC1 (configuration not stated) | -3
C=CCNC(=O)NC(=O)CN(C)Cc1ccccc1Br | 6
Cc1ccc(C)c(NC(=O)Cn2c(=O)n(-c3ccc(CC(=O)NC(C)C)cc3)c(=O)c3ccccc32)c1 | 3

Fetched one by one from the entries so far:
SMILES | LDHA block
CCOc1cccc2cc(S(=O)(=O)c3cccc(Cl)c3)c(=O)oc12 | -1
CCCCCn1nc(C(=O)OCC(=O)NC(C)c2ccccc2)c2ccccc2c1=O (configuration not stated) | 2
C=CCNC(=O)NC(=O)CN(C)Cc1ccccc1Br | 6
CCCNC(=O)c1cccc(NC(=O)c2ccc(F)cc2)c1 | -4

Next section
SMILES | LDHA block
c1ccc(-c2nc(CSC3=NCCCN3)cs2)cc1 | -2
CCCCCCOc1ccc(C(=O)/C=C/C(=O)O)cc1 | 1
Cc1nc2ccc(C(=O)NCC(C)C)cc2nc1C | -3
N#CC(C#N)=Cc1cc(-c2ccccc2)[nH]c1-c1ccccc1 | -5
CCCCC(=O)NC1(C(F)(F)F)C(=O)N(Cc2ccccc2)C(C)=C1C(=O)c1ccccc1 (configuration not stated) | 3
COc1ccc(OC)c(NC(=O)COC(=O)c2ccc(C)s2)c1 | -1
COc1ccc2c(c1)CC/C2=N\OC(=O)c1cc(SC)ccc1Cl | 1
Cc1cccc(NC(=O)C2CCCN2/C=C/C(=O)C(F)(F)F)c1 (configuration not stated) | 12
Cc1ccc(CNC(=O)Cc2nn(C)c(=O)c3ccccc23)cc1F | -2
CCOc1ccc(NC(=O)/C(C#N)=C/c2c[nH]c3ccccc23)cc1 | -1
CC(=O)c1cc(CCC(=O)OC(C)C(=O)C23CC4CC(CC(C4)C2)C3)oc1C (configuration not stated) | 3
Cc1oc(-c2ccc(C(=O)N3CCOCC3)cc2)nc1CS(=O)(=O)c1ccccc1 | 6
CN(CCS(=O)(=O)c1ccccc1)Cc1ccccc1 | -4
Cc1cc(NC(=O)CN2CCN(C(=O)c3ccc(Br)cc3)CC2)no1 | 21
CCOc1cc(/C=C/C(=O)c2ccccc2Cl)cc(Cl)c1O | 7
CN(CCOc1ccc(Br)cc1)C(=O)CSc1nnnn1C | 1
Cc1ccnc(Nc2nc(-c3ccccc3)c3cc(Cl)ccc3n2)n1 | -2
CCC(C)NC(=O)CCNC(=O)c1cc2ccc(OC)cc2nc1C (configuration not stated) | -15
Cc1cccc(C(=O)Nc2cccc(-c3nc4ccccc4o3)c2)c1 | -8
COc1ccccc1C1c2c(-c3ccc(C)cc3)n[nH]c(=O)c2Nc2nnnn21 (configuration not stated) | -3
Cc1oc(-c2cccs2)nc1CC(=O)Nc1ccccc1N1CCCCCC1 | -14
Cc1ccc(Cl)cc1N1CCN(S(=O)(=O)c2c(C(=O)N3CCCCC3)c(C)n(C)c2C)CC1 | 10
Cc1ccc(S(=O)(=O)N2CCN(CC(=O)NC(=O)NC(C)(C)C)CC2)cc1C | -2
CCn1nnc(NC(=O)COc2ccc(Cl)cc2Cl)n1 | -2
O=C1CCSc2ccc(S(=O)(=O)N3CCN(c4ccccc4F)CC3)cc2N1 | -1
Cc1cccc(-c2nc(CSc3nc(C)c(C)c(=O)[nH]3)c(C)o2)c1 | 6
CN(Cc1nc2ccccc2n1C(F)F)S(=O)(=O)c1c(F)cccc1F | -7
O=C(CCN1CCC(c2ccccc2)C1)c1ccc2ccccc2c1 (configuration not stated) | 4
Cc1ccc(NC(=O)Cc2n[nH]c(=O)c3ccccc23)cc1 | 5
Cc1nnc(NC(=O)c2cc(-c3ccc(Br)cc3)nc3ccccc23)s1 | 7
CC(C)CCC1(CCNCc2ccc(OC(C)C)cc2)CCOC(C)(C)C1 (configuration not stated) | 8
Cc1ccc(S(=O)(=O)CCC(=O)OCC(=O)NC(C)C(C)C)cc1 (configuration not stated) | 10
CCCn1c(NC(=O)c2oc3ccccc3c2COCC)nc2ccccc21 | 18
COc1ccc(S(=O)(=O)N2CCC(C(=O)NCc3cccnc3)CC2)cc1 | 0
CCCOc1cc(C)c(C)cc1S(=O)(=O)Nc1cccnc1 | -24
Cc1nn(C)c2sc(C(=O)NCCc3ccc(C(=O)O)cc3)cc12 | 4
CCC1CCc2sc(C(=O)NCc3csc(-c4cccc(C)c4)n3)cc2C1 (configuration not stated) | -2
CC(C)c1ccc(/C=C/C(=O)Nc2ccc(Cl)cc2C(F)(F)F)cc1 | 0
O=c1c(-c2cccnc2)nc2ccccc2n1C(CCc1ccccc1)c1nc2ccccc2[nH]1 (configuration not stated) | -2
O=C(NC1CCCc2ccccc21)c1csc2c1CCCCC2 (configuration not stated) | 3
COc1cccc(-c2oc3c(c2C(=O)OCCN2CCCCC2)C(O)CCC3)c1 (configuration not stated) | 5
Cc1nc(CN2C(=O)COc3ccc(S(=O)(=O)NC4CCCCCCC4)cc32)no1 | -13
CCOc1ccc(N(C(=O)c2cc(OC)c(OC)c(OC)c2)C2C=CS(=O)(=O)C2)cc1 (configuration not stated) | 4
CC(C)CCn1cnc2c1c(=O)n(CC(=O)Nc1cc(F)ccc1F)c(=O)n2Cc1ccccc1 | -17
Cc1cc(F)ccc1NC(=O)c1nc2ccccc2nc1N1CCOCC1 | 13
COC(=O)[C@]12CCCCC=C1N(CCc1ccc(OC)c(OC)c1)C(=O)[C@H](CC(=O)N1CCC(c3ccccc3)CC1)C2 | 1
Cc1ccccc1NC(=O)C(C#N)=C1CCCCCC1 | 9
Cn1c(C=O)ccc1-c1ccc(F)cc1 | 2
O=S(Cc1ccccc1)Cc1cccc(Cl)c1 (configuration not stated) | -9
COC(=O)Cc1c(C)c2ccc(OCC(=O)C(C)(C)C)c(C)c2oc1=O | 0

7 of these compounds, set out differently.
LDHA block | SMILES
-2 | Cc1ccnc(Nc2nc(-c3ccccc3)c3cc(Cl)ccc3n2)n1
-15 | CCC(C)NC(=O)CCNC(=O)c1cc2ccc(OC)cc2nc1C (configuration not stated)
-8 | Cc1cccc(C(=O)Nc2cccc(-c3nc4ccccc4o3)c2)c1
-3 | COc1ccccc1C1c2c(-c3ccc(C)cc3)n[nH]c(=O)c2Nc2nnnn21 (configuration not stated)
-14 | Cc1oc(-c2cccs2)nc1CC(=O)Nc1ccccc1N1CCCCCC1
10 | Cc1ccc(Cl)cc1N1CCN(S(=O)(=O)c2c(C(=O)N3CCCCC3)c(C)n(C)c2C)CC1
-2 | Cc1ccc(S(=O)(=O)N2CCN(CC(=O)NC(=O)NC(C)(C)C)CC2)cc1C

Other records:
SMILES | LDHA block
COCc1cccc(C(=O)NC(C)c2ccc(F)c(F)c2)c1 (configuration not stated) | 2
CC(C)N(Cc1ccccc1)C(=O)c1cnc2ccccc2n1 | 3
CC(=O)c1c(-c2ccccc2)nc2n(CCN3CCOCC3)c3ccccc3n12 | 10
Cc1cc(C(=O)NC(C)C23CC4CC(CC(C4)C2)C3)c(C)o1 (configuration not stated) | 3
COC(=O)C1=CN(c2ccc(N3CCOCC3)cc2)C(N)=C(C#N)C1c1ccc(-c2ccccc2)cc1 (configuration not stated) | -1
CCOC(=O)C1=C(CNc2ccc(C)c(Cl)c2)NC(=O)NC1c1ccc(Cl)cc1 (configuration not stated) | -3
NCC(c1cccs1)c1c[nH]c2ccccc12 (configuration not stated) | 3
COc1cc(OC)c(NS(=O)(=O)c2cc(C(=O)N3CCCCC3)ccc2C)cc1Cl | 2
Cc1ccc(C(=O)Nc2ccc(C(O)(C(F)(F)F)C(F)(F)F)cc2)cc1 | 11
Cc1nnc(SCC(=O)N(C)CCOc2ccc(Cl)cc2)n1Cc1ccccc1 | -2
CCOC(=O)N1CCN(Cc2nc3c(c(=O)[nH]c(=O)n3C)n2Cc2c(F)cccc2Cl)CC1 | 1
Cc1cccc(CC(=O)N2CC(=O)Nc3ccc(Br)cc3C2c2ccccc2)c1 (configuration not stated) | -8
Cc1ccc(C(=O)C(C)OC(=O)CCc2c[nH]c3ccccc23)cc1 (configuration not stated) | -2
O=C(Cc1c[nH]c2ccccc12)N1CCN(C(=O)NCCc2ccccc2)CC1 | -1
Cc1ccc(C(=O)c2sc(Nc3ccccc3F)nc2N)c(C)c1 | 4
COC(=O)c1ccc2c(c1)CCN2 | 5
C=CCN1C(=O)COc2ccc(NC(=O)c3cc(=O)c4cc(C)cc(C)c4o3)cc21 | 3
On1nnc2c1ccc1nnn(O)c12 | 8
CCCCCCc1ccc(C(=O)Cn2cnc3c2c(=O)n(C)c(=O)n3C)cc1 | 2
Cc1cccc(C(=O)NC(Nc2ccc(Br)cc2)C(Cl)(Cl)Cl)c1 (configuration not stated) | 2

3 compounds from above, arranged by molar mass, descending.
SMILES | LDHA block
Cc1cccc(C(=O)NC(Nc2ccc(Br)cc2)C(Cl)(Cl)Cl)c1 (configuration not stated) | 2
O=C(Cc1c[nH]c2ccccc12)N1CCN(C(=O)NCCc2ccccc2)CC1 | -1
Cc1ccc(C(=O)C(C)OC(=O)CCc2c[nH]c3ccccc23)cc1 (configuration not stated) | -2

(further entries)
SMILES | LDHA block
Cc1cccc(Cn2c(NCCc3ccccc3)nc3c2c(=O)n(C)c(=O)n3C)c1 | 3
O=C(Nc1cccc2ncccc12)c1cccc([N+](=O)[O-])c1 | 19
Brc1ccc(OCCSc2nc3ccccc3o2)cc1 | -1
CC(Sc1ccccc1Cl)C(=O)Nc1ccnn1C(C)C (configuration not stated) | -7
O=C(Nc1ccc2cc[nH]c2c1)C(=O)N1CCCC1 | 1
CCOC(=O)N1CCN(C(=O)CNC(=O)c2cc3cc(OC)ccc3n2C)CC1 | 1
CNC(=O)C1CCN(C(C)C(=O)c2c[nH]c3ccccc23)CC1 (configuration not stated) | 3
COC(=O)c1ccc(CNCc2ccccc2)o1 | -7
COc1ccc(-c2cc(-c3nc(-c4ccccc4F)no3)[nH]n2)c(OC)c1 | -6
CC(C)OCCCNC(=O)Cn1ccc2c(Cl)cccc21 | -2
CSc1ccc(C(C)NC(=O)c2ccc(F)cc2)cc1 (configuration not stated) | 10
Cc1ccc(S(=O)(=O)N2CCCC2c2nc3ccccc3[nH]2)cc1C (configuration not stated) | 8
COc1cccc(NC(=O)CSc2nc3ccccc3nc2Cc2ccccc2OC)c1 | 1
CC(C)N(Cc1ccccc1)C(=O)COC(=O)c1nn(-c2ccccc2)c(=O)c2ccccc12 | 4
O=C(Nc1ccncc1Cl)C(Sc1ccccc1)c1ccccc1 (configuration not stated) | -8
CC(SC1CCCC1)C(=O)Nc1cccc(Cl)c1Cl (configuration not stated) | 10
CCCOc1ccc(C(=O)/C(=C/c2ccncc2)c2nc3ccccc3o2)cc1 | -6
Cc1[nH]c2ccc(F)cc2c1C(=O)CCl | 5
Cc1nc2ccccc2nc1SC(C)C(=O)Nc1ccccc1C(F)(F)F (configuration not stated) | 12
CC(C)CCNC(=O)c1ccc(CNC(N)=O)cc1 | 1
N#Cc1ccc(C(C(=O)NCc2ccccc2)n2c(=O)c(-c3ccco3)nc3ccccc32)cc1 (configuration not stated) | -6
CC1Sc2ccc(C(=O)NO)cc2NC1=O (configuration not stated) | 8
COC1CCN(CC(=O)Nc2cccc(C(=O)Nc3cccc(C(F)(F)F)c3)c2)CC1 | 1
CCCCn1c(=O)[nH]c(=O)c2c1nc(CSc1nnnn1C1CCCC1)n2CC | 8
Cc1ccc(OC(=O)c2ccc(CSc3ccc(Cl)cc3)cc2)c(C(C)(C)C)c1 | 7
CC(C(=O)Nc1ccc2[nH]c(=O)[nH]c2c1)N(C)Cc1ccc(Cl)cc1Cl (configuration not stated) | 0
O=C1CC(c2ccc(Cl)cc2)CC2=C1C=Nc1ccccc1N2 (configuration not stated) | 6
CC(C)(C)c1nnc(Nc2cccc(Cl)c2)[nH]c1=O | 0
O=C(Nc1cccc2cccnc12)C1=C(c2ccccc2)S(=O)(=O)CCO1 | 6
O=C(CN1CCN(C(=O)CCNS(=O)(=O)c2ccc(F)cc2)CC1)Nc1ccccc1Cl | -3
COc1ccc(Cl)cc1NC(=O)CCCn1nc(-n2cccc2)c2c(C)cc(C)nc21 | 3
Cc1ccc(NC(=O)C(C)N(C)Cc2ccc3c(c2)OCCO3)cc1 (configuration not stated) | 1
N#Cc1ccc(CCC(=O)O)cc1 | 9
CC(C)(C)NC(=O)Cc1n[nH]c(=O)c2ccccc12 | 0
O=C(Nc1cc(Cl)cc(Cl)c1)C(=O)c1c[nH]c2ccccc12 | -24
Cn1c(=O)c2nc(SCCC(=O)O)n(Cc3ccc(F)cc3)c2n(C)c1=O | 4
O=C(Nc1ccc2nc(N3CCN(c4ccccc4)CC3)cc(C(=O)O)c2c1)c1cccc(Cl)c1 | 7
CCCCNC(=O)c1ccc(F)cc1 | -8
Cc1ccc(C(=O)C(C)OC(=O)c2cccc(N(C)C)c2)cc1 (configuration not stated) | 4
CC(=O)c1c(C)[nH]c(-c2csc(NC3CCCCC3)n2)c1C | 7
